USP2a inhib: blocks human ubiquitin-specific protease USP2a | USP2a enzymatic assay, qHTS inhibition | AID 927 | Potency, µM (doses to about 38.3 µM), inactives show top-dose activity change, negative = inhibition, most hits filed as inhibitors | 60,000 tested, 0.1% active | O75604;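 also: potency is read from the fitted curve at half-maximal effect; nearly all actives have a fitted effect of over 60% in size; plate controls were DMSO for no effect and NEM full inhibition control for full effect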
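20 nM USP2 core + cpd, 30 min RT; add 20 nM Ub-PLA2/20 uM NBD C6-HPC; read Ex460/Em535 at 0 h and 2.5 h. Normalized to NEM; qHTS curve fit/classification.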
BRCT PPI green: blocks human BRCA1 BRCT binding to phosphopeptide, green readout; 75,000 tested, 0.05% active; AID 875; P38398; BRCA1 BRCT-phosphopeptide binding, green fluorescence polarization; Potency, µM (titrated, usually from 76.9 µM), without a hit: at the highest dose activity change, negative = inhibition, actives largely listed as inhibitors;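 also: potency is read from the fitted curve at half-maximal effect; plate controls were peptide without protein for full effect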
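Fluorescence polarization: His-tagged BRCT (~35 kDa BRCA1 C-terminus, 250 nM) bound to 100 nM fluorescein-labeled phosphorylated 10-aa BACH1 peptide, pH 7.3 phosphate buffer with DTT and Tween 20. Compounds incubated 12 min at room temperature; inhibition read as lowered polarization.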
Epigenetic mod: derepresses silenced GFP locus in mouse C127i cells. 68,000 tested, 0.09% active. Potency, µM (highest dose often 46.1 µM), inactives show at the top dose GFP derepression (activation). mouse C127i GFP locus derepression, cytometry, 30 h; also: % of control where 0% means no effect
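Read-out is the number of GFP-positive cells, scored as fluorescent objects 20 to 120 um wide, reflecting derepression of a silenced CMV-GFP reporter in murine C127i cells after 30 h compound exposure at 37 C.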
Fluorescein autfl: compound fluoresces in the fluorescein spectral region. max fluorescein-equivalent concentration, M. 59,000 tested, 0.91% active. Compound autofluorescence, 480/540 nm, fluorescein-equivalent; active compounds read high; in the data active = max fluorescein-equivalent concentration above about 10 nM; inconclusive = between about 1.1 nM and that limit
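Values reflect compound autofluorescence, normalized to fluorescein on the same plate and reported at each tested concentration. Conditions: 100 mM Tris pH 8.0, room temperature, 15 min, excitation 480 nm, emission 540 nm.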
A350 autofl: A350 region autofluorescence; Compound autofluorescence, 340/450 nm, Alexa 350 dye-equivalents; active compounds read high; max dye-equivalent concentration, M; 59,000 tested, 11% active; AID 590; in the data active = max dye-equivalent concentration above about 10 nM; inconclusive = mostly about 1.1 nM to 9.6 nM
UbGFP stabilizer: proteasome inhibitors stabilizing ubiquitin-GFP reporter | Ubiquitin-GFP reporter cells, proteasome inhibition, GFP fluorescence; response scale: untreated = 0%, 10 µM MG-132 = 100% | Potency, µM (titrated, usually from 45.9 µM), for the others: top-dose activation (GFP accumulation), actives largely listed as activators | 67,000 tested, under 10 active; active = well fitted activation curve with a large enough effect, not every such curve was filed as active; inconclusive = small, poorly fitted or top-dose-only effect, or another doubt; inactive = no such curve, though single readings can be large or run the other way; also: potency is read from the fitted curve at half-maximal effect
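U2OS Ub(G76V)-GFP reporter; O/N plating, 0.5% FBS; cpd 46 uM–2.9 nM, 4 h, 37 °C; GFP+ cell count, 488/515 nm; norm. to basal vs 10 uM MG-132; CRC fit.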
BRCT inh red: BRCT-phosphoprotein interaction inhibition (red fluorophore) | 75,000 tested, 0.03% active | P38398 | Potency, µM (highest dose often 76.9 µM), for inactives: top-dose activity change, negative = inhibition, hits mostly inhibitors | AID 892 | BRCT-phosphopeptide binding, red fluorescence polarization; also: % is scaled to controls: 0 for no effect and ±100 for the full control effect
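Rhodamine-labelled pBACH1 10-mer (100 nM) bound to BRCT domain (100 nM) at pH 7.3; compounds incubated 12 min room temperature, polarization read. Free peptide defines full inhibition; unlabelled decapeptide titrated as control.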
Casp7 inh: caspase-7 (human) inhibition, allosteric or competitive; recombinant caspase-7, Ac-DEVD-AFC fluorescence rate; Potency, µM (doses to about 57.5 µM), inactives show at the top dose activity change, negative = inhibition, actives largely listed as inhibitors; P55210; 75,000 tested, 0.02% active; active = well fitted inhibition curve with a large enough effect in the main read-out, with a control signal flat, not every such curve was filed as active; inconclusive = small, poorly fitted or top-dose-only effect, or a change in a side signal; also: potency is read from the fitted curve at half-maximal effect; % of control where 0% means no effect
Target sequence (P55210 24-198 limits assumed): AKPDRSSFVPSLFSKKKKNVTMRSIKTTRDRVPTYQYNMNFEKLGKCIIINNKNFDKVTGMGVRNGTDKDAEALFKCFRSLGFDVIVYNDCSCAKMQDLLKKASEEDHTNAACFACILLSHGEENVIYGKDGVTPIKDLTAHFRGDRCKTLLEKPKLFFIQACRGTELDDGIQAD
Target sequence (P55210 207-303 limits assumed): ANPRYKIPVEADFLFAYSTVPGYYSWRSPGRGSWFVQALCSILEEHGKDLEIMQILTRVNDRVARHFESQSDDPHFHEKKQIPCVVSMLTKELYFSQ
Casp1 inh: allosteric or competitive inhibitors of human caspase-1; Caspase-1 enzyme, Ac-WEHD-AFC fluorogenic rate; P29466; Potency, µM (titrated, usually from 57.5 µM), for inactives: top-dose activity change, negative = inhibition, actives largely listed as inhibitors; 75,000 tested, 0.03% active; AID 900;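 also: potency is read from the fitted curve at half-maximal effect; plate controls were vehicle for no effect and no substrate for full effect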
Target sequence (P29466 120-297 limits assumed): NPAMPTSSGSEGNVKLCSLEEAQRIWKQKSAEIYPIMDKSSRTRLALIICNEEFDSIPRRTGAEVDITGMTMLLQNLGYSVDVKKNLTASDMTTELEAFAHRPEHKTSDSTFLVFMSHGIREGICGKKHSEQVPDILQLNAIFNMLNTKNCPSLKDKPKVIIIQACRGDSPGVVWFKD
Target sequence (P29466 317-404 limits assumed): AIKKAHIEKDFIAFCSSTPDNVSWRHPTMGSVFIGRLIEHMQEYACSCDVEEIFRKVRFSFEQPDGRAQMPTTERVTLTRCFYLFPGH
4MU fluor: compounds fluorescent in 4-MU spectral region; compound autofluorescence, 340/450 nm, 4-MU equivalents; active compounds read high; max dye-equivalent concentration, M; 59,000 tested, 11% active; AID 589; in the data active = max dye-equivalent concentration above about 10 nM; inconclusive = mostly about 1.1 nM to 9.6 nM
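Compounds in 100 mM Tris, pH 8.0, incubated 15 min at room temperature, then fluorescence read at 340 nm excitation/450 nm emission. Signal converted to 4-MU dye-equivalent concentration using an on-plate six-point 4-MU standard curve.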
HEK293 cAMP cs: counter-screen for TSHR agonists: cAMP increase in parental HEK293. parental HEK293 CNG cAMP sensor, membrane potential fluorescence. Potency, µM (highest dose often 57.1 µM), inactives show top-dose activation, most hits filed as activators. 73,000 tested, 2.5% active. AID 938; also: potency is read from the fitted curve at half-maximal effect; % of control where 0% means no effect; nearly all actives have a fitted effect of over 55% in size
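Parental HEK 293 cells stably expressing a cAMP-gated CNG channel were loaded with membrane potential dye containing 100 uM RO 20-1724 for 60 min. Compound added for 30 min; depolarization read as fluorescence intensity at 590 nm.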
The depositor's hits bear a star; i = inactive; ? = inconclusive; . = no result given; [ ] = remark or other dose. Unless noted, calls follow the shape of the dose curve; as a rule, active = well fitted curve in the direction sought with a large enough effect; inconclusive = small, poorly fitted or top-dose-only effect, or another doubt; inactive = no such curve, though single readings can be large; an effect the other way counts as inactive or inconclusive.

SMILES | USP2a inhib | BRCT PPI green | Epigenetic mod | Fluorescein autfl | A350 autofl | UbGFP stabilizer | BRCT inh red | Casp7 inh | Casp1 inh | 4MU fluor | HEK293 cAMP cs
O=C(Cn1cc(C(=O)c2cccs2)c2ccccc21)NCc1ccc2c(c1)OCO2 | . | -0.3% | . | . | . | -2.0% | -1.0% | -5.2% | -0.5% | . | 17.5%
Cc1cc(NC(=O)CSc2nc3ccsc3c(=O)n2CCCCC(=O)O)no1 | 2.7% | 1.0% | 0.0% | ? | i | . | -0.7% | -0.5% | -0.8% | i | -5.3%
CNC(=O)[C@@]1(C)C=C[C@@H](Cc2ccccc2)N1C(C)=O | . | -6.5% | . | . | . | . | 1.8% | -3.6% | -1.8% | . | -2.9%
c1ccc(OCCOc2ncnc3sccc23)cc1 | 7.1% | -0.8% | -3.5% | ? | ? | -1.7% | 0.3% | 7.0% | 2.7% | i | 2.1%
CN1CCN(S(=O)(=O)c2ccc(NC(=O)c3ccco3)cc2)CC1 | -1.1% | -0.1% | 1.6% | i | i | 0.0% | -1.3% | 1.2% | 0.6% | i | ?
O=C(/C=C/C=C/c1ccc2c(c1)OCO2)N1CCCCC1 | -4.8% | -1.3%[3.08 µM] | . | . | . | . | 0.0% | -3.3% | -0.4% | . | .
CC1CCc2cc(F)ccc2N1C(=O)CSc1nnc(-c2cccs2)n1C (stereo not drawn) | 9.9% | -1.2% | 1.3% | ? | ? | 5.4% | 1.3% | 3.4% | -0.3% | i | 5.5%
CS(=O)(=O)CCNCc1nc(-c2ccc3ncnc(Nc4ccc(OCc5cccc(F)c5)c(Cl)c4)c3c2)cs1 | . | -3.0% | . | . | . | . | -3.7% | -3.1% | 1.6% | . | 16.0%
O=C(c1cccc(F)c1)N1CCC2(CCCN(c3ccccc3)C2)CC1 | 92.6%[activator] | 1.6% | 0.0%[9.22 µM] | ? | i | -5.0% | -1.1% | -5.2% | -1.2% | i | ?
CC(C)CC(=O)Nc1ccccc1N1CCN(C(=O)c2ccccc2)CC1 | 4.4% | -1.6% | -1.7% | i | i | 3.6% | -0.6% | -0.4% | 0.7% | i | 19.4%
CCOC(=O)C1=C(C)NC(=O)NC1c1cn(-c2ccccc2)nc1-c1cccs1 (stereo not drawn) | 35.1%[activator][7.66 µM] | 0.4% | 0.0% | . | . | 22.5%[9.17 µM] | -1.3% | -1.3% | -5.8% | . | -2.6%[11.4 µM]
Cc1nn2c(-c3ccncc3)nnc2c2ccccc12 | 2.8% | 1.4% | -4.3% | ? | ? | 2.5% | -1.0% | -0.7% | -0.4% | ? | -2.8%
CN(C)c1nc(N)c(C(=O)N=C(N)N)nc1Cl | 2.9% | -1.0% | 1.1% | ? | ? | -7.0% | 1.2% | -0.2% | 2.1% | ? | 25.1µM*
CSc1nc(-c2ccco2)cc(-c2ccccc2)c1C#N | 79.5%[activator] | -0.5% | -3.7% | i | 1.86e-08M* | . | -0.6% | -3.9% | -6.4% | 1.38e-08M* | ?
CC(C)COC(=O)c1ccc(NC(=O)C2C3CCC(C3)C2C(=O)O)cc1 (stereo not drawn) | 4.2% | -1.2% | -4.1% | . | . | 8.7% | 0.1% | 0.0% | -2.0% | . | 1.9%
Cc1ccc(O)c(NC(=O)CCC2CCCCC2)c1 | . | -1.5% | . | . | . | . | 1.8% | -0.8% | -1.5% | . | -7.2%
CCCCOC(=O)CSc1nc(N)c(C#N)c(-c2ccc(OCC)cc2)c1C#N | -3.9% | 2.2% | -2.6% | i | 1.37e-08M* | 20.0% | 0.5% | -2.2% | 3.2% | 1.56e-08M* | -3.4%
CCOc1ccc(N(CC(=O)NC2CCCCCC2)S(=O)(=O)c2c(C)noc2C)cc1 | . | -1.2% | 0.0% | . | . | 7.9% | 0.7% | -3.0% | -2.0% | . | 27.8%
OCCN1CC(O)C(O)C(O)C1CO (stereo not drawn) | 1.7% | -4.5%[3.08 µM] | . | . | . | . | 0.5% | 0.7% | 0.8% | . | .
COC(=O)c1ccccc1NC(=O)COC(=O)c1ccco1 | 21.2% | -0.1% | 1.3% | i | i | -3.9% | 1.0% | -4.7% | -1.2% | i | 17.5%
COc1cc(C(=O)OCC(=O)Nc2cc(C)on2)ccc1OCc1ccccc1Cl | 14.6% | 1.3% | 6.3% | i | i | -1.0% | 0.5% | -5.0% | 1.4% | i | -6.1%
COc1ccc(CN2C(=O)CCC2(C)C(=O)NC2CCCC2)c(OC)c1 (stereo not drawn) | . | -2.2% | 0.0% | . | . | -2.5% | -0.9% | -0.9% | -3.0% | . | ?
Cc1ccc(NC(=O)CSc2nnc(NC(=O)CN3CCOCC3)s2)cc1 | 4.8% | -3.2% | 3.8% | i | ? | -2.6% | -0.9% | 1.0% | -1.9% | i | 4.0%
CCn1c(SCC(=O)c2ccc3c(c2)OCCO3)nnc1C(C)C | -4.1% | -1.8% | 3.7% | ? | 1.02e-08M* | -0.8% | -0.7% | 0.6%[0.00368 µM] | 0.9% | ? | 6.3%
COc1ccccc1NC(=O)c1cc2n(n1)C(C(F)(F)F)CC(c1ccc3c(c1)OCO3)N2 (stereo not drawn) | 22.8% | -2.0% | -2.3% | i | i | 5.0% | -0.9% | 1.5% | -4.7% | i | -12.4%
COc1ccccc1-c1nccc(NCc2cnc(C)cn2)n1 | -14.9% | -4.5% | -2.2%[9.22 µM] | ? | i | 2.8% | -3.9% | 1.2% | -1.4% | i | 9.9%
COc1cccc(N2C(=O)C3CCCN3C2c2ccc(N(C)C)cc2)c1 (stereo not drawn) | . | -0.8% | -1.1% | . | . | -4.2% | 0.5% | -1.7% | -5.4% | . | 25.0%
O=C1c2cccnc2C(O)N1C1CCCCC1 (stereo not drawn) | -4.4% | 1.2% | -2.6% | i | i | 18.6% | -0.1% | -1.4% | 1.1% | i | 2.1%
C=CCn1c(SCC(=O)Nc2sc(C)c(C)c2C(=O)OCC)nnc1-c1sc(N)nc1C | 24.7% | 1.1% | -0.1% | i | i | 1.8% | -0.1% | -5.0% | -5.0% | i | 12.9%
CC(C)C(=O)NC(C)C(c1cccs1)N1CCN(c2ccccc2)CC1 (stereo not drawn) | 5.0% | -0.3% | -2.1% | ? | ? | . | 0.5% | -1.6% | -4.1% | ? | 21.4%
O=C(NCCCN1CCOCC1)c1cc2c(=O)[nH]c3ccccc3c2s1 | -10.5% | 3.6% | 0.0% | ? | 1.79e-07M* | -9.4% | -3.0% | 2.2% | 0.8% | 1.59e-07M* | 13.2%
CSc1cccc(NC(=O)CN2C(=O)c3ccccc3S2(=O)=O)c1 | . | -1.1% | 2.3% | . | . | 15.6% | 0.5% | -1.8% | 0.8% | . | 13.8%
CCOc1ccc(-c2nc(-c3ccc(OC)cc3)no2)cc1OCC | 15.3% | 0.1% | -2.6% | i | i | -0.8% | -1.2% | 3.9% | -1.0% | i | 16.4%
CCCNC(=O)C(Cc1ccccc1)NS(=O)(=O)c1ccc2c(c1)CCC(=O)N2 (stereo not drawn) | . | -2.4% | . | . | . | -4.5% | 0.7% | -1.0% | 1.9% | . | -5.1%
COc1cccc(N2CCN(C3CC(=O)N(c4ccc(Cl)cc4)C3=O)CC2)c1 (stereo not drawn) | 6.6%[7.66 µM] | -1.1% | -1.5% | . | . | -1.7%[9.17 µM] | -2.4% | -1.0% | -1.3% | . | -14.4%[11.4 µM]
CC(=NCCN1CCNCC1)C1=C(O)CC(C)(C)CC1=O | -5.4% | -0.5% | -2.2% | . | . | 4.2% | 1.2% | -0.6% | -1.6% | . | 21.2%
CCOC(=O)c1ccc(N2C(=O)C3CC=CCC3C2=O)cc1 (stereo not drawn) | 1.6% | -0.5% | -1.6% | . | . | 0.0% | -0.1% | 0.5% | -0.1% | . | -8.8%
Cc1noc(C)c1-c1nc(NCc2cccs2)c2ccccc2n1 | 105.1%[activator] | -2.7% | 2.9%[9.22 µM] | ? | i | -8.2% | 0.3% | -8.1% | -2.6% | i | ?
Cn1c(=O)c2c(nc(CN3CCN(c4ccc(F)cc4)CC3)n2Cc2ccccc2F)n(C)c1=O | 21.2% | -2.2% | -0.4% | ? | i | 3.7% | 0.4% | -0.6% | -0.5% | i | ?
O=C(c1ccco1)N1CCN(C(c2ccccc2Cl)c2nnnn2Cc2cccs2)CC1 (stereo not drawn) | 61.9%[activator] | 4.9% | 0.0% | ? | i | -2.6% | 0.2% | -5.0% | -2.2% | i | ?
O=C(NC1CCCCCCC1)C1CCN(S(=O)(=O)N2CCC3(CC2)OCCO3)CC1 | 12.8% | -1.0% | 1.8% | i | i | -12.3% | 0.9% | 1.0% | 4.2% | i | 7.4%
CCCCCOc1ccc(NS(C)(=O)=O)cc1 | 2.2% | 0.3% | -1.0% | ? | i | 5.2% | 0.1% | -2.9% | 1.9% | i | 17.4%

Not all compounds are listed. The share of hits here may be higher or lower than overall.
